Screening data as filed in PubChem.
GPR55 activation – selective activators of receptor GPR55 – imaging, U2OS cells, beta-arrestin-GFP redistribution, primary screen (AID 1961) | one-dose activation, % at 10 µM; EC50 in µM for titrated hits | U2OS GPR55 beta-arrestin-GFP redistribution imaging; higher % means a stronger effect | hit rate 0.048% among 290,000;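 active = activation above 40% with more than 50 cells counted in the well; inconclusive = wells holding fewer than 50 cells, flagged as toxic or sparse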;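 also: U2OS osteosarcoma cells stably expressing GPR55 and beta-arrestin-GFP; plate controls were DMSO negative control for no effect and LPI positive control for full effect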
M1AAP inhibition – malaria alanyl aminopeptidase activity blockers – biochemical, fluorogenic H-Leu-NHMec substrate, 1536-well (AID 1445); recombinant M1AAP, H-Leu-NHMec fluorogenic kinetic assay; higher % means a stronger effect; inhibition, % at 30 µM, or IC50 in µM where a hit was titrated; hit rate 0.42% among 220,000;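 active = primary inhibition above the hit cutoff, then over 50% inhibition at one or more dose response concentrations, cut at about 23% in these data, passing the limit was not always enough; inconclusive = conflicting primary data, or primary hits not chosen for dose response; inactive = low primary inhibition, or under 50% at every dose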;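 also: plate controls were DMSO full reaction for no effect and no enzyme background for full effect; strong numbers were not always called active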
KOR beta-arrestin-1 – KOR antagonists, beta-arrestin recruitment, cell-based, luminescence, uHTS (AID 1778). inhibition, % at 10 µM, or IC50 in µM where a hit was titrated. hit rate 0.091% among 290,000. KOR beta-arrestin recruitment, luminescence, antagonist mode; higher % means a stronger effect; also: strong numbers were not always called active
Dynein transport – dynein cargo transport inhibition; 3617.4 mouse cells, GR-EGFP nuclear translocation imaging; test concentration mostly 20 µM; stimulated with dexamethasone, 1 µM; hits give low values; z-score, hits read low; hit rate 0.47% among 220,000;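 active = plate z-score of nuclear minus cytoplasmic receptor signal below a set negative limit, without overly bright fluorescence or cell loss, cut at about -3.5 in these data, passing the limit was not always enough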;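 also: z-score of nuclear minus cytoplasmic ring GR-EGFP intensity difference per well; some compounds called inactive have numbers as strong as hits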
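Buffer or medium: tetracycline-free induction medium containing charcoal-stripped FBS / Reagent: dexamethasone agonist, 1.0 µM final, for 30 min / Technique: automated 10x imaging of fixed Hoechst-stained cells / Times: induction 48 h, compound 1 h, agonist 30 min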
M17LAP inhibition – P. falciparum M17LAP inhibitors, primary screen, biochemical, fluorogenic H-Leu-NHMec substrate, 1536-well (AID 1619) | recombinant M17LAP, H-Leu-NHMec fluorogenic kinetic assay; higher % means a stronger effect | inhibition, % at 30 µM, or IC50 in µM where a hit was titrated | hit rate 0.38% among 220,000;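 active = compound inhibiting the enzyme by more than half at any dose during confirmatory dose-response retesting; inconclusive = strong single-dose inhibitors picked by rank but not retested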;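 also: plate controls were full reaction with DMSO carrier for no effect and no enzyme background for full effect; strong numbers were not always called active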
NOD1 NF-kB reporter – inhibition of NOD1-driven NF-kB reporter – cell-based, luminescence, uHTS, primary screen (AID 1578). NOD1-driven NF-kB luciferase reporter cells, luminescence; higher % means a stronger effect. inhibition, % at 4 µM, or EC50 in µM where a hit was titrated. hit rate 1% among 290,000; in the data active = inhibition mostly above about 36%, no sharp cut-off; inactive = mostly below about 34%;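 also: HEK-293T reporter cells stimulated with the NOD1 agonist gamma-tri-DAP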
HEK293 NOD2/NF-kB – NOD2 signaling inhibitors, cell-based, luminescence, uHTS, HEK293 (AID 1566) | HEK293 NOD2/NF-kB luciferase reporter, luminescence; higher % means a stronger effect | inhibition, % at 4 µM, or EC50 in µM where a hit was titrated | hit rate 0.63% among 290,000; also: many of its hits are not listed in these tables
AID2073 – disruptors of CaV2.2 binding to Mint1 – biochemical, HTRF (AID 2073) | HTRF protein-protein interaction, Mint1-CaV2.2; higher % means a stronger effect | one-dose inhibition, % at 20 µM; IC50 in µM for titrated hits | hit rate 0.19% among 290,000; in the data active = inhibition mostly above about 51%, no sharp cut-off; inconclusive = no clear call, values can overlap the other calls; inactive = mostly below about 53%; also: some results filed as inactive read as strong as hits
KOR beta-arrestin-2 – KOR agonists, beta-arrestin recruitment, primary screen, cell-based, luminescence, uHTS (AID 1777); KOR beta-arrestin recruitment, luminescence; higher % means a stronger effect; one-dose activation, % at 10 µM; EC50 in µM for titrated hits; hit rate 0.02% among 280,000; in the data active = activation above about 50%, passing the limit was not always enough; also: a part of the inactive calls stands beside numbers as strong as those of hits
Dynein transport cytoplasmic EGFP – second read-out of Dynein transport, no call of its own (marks repeat the call); z-score; measured here: cytoplasmic GR-EGFP intensity; hits give high values
Dynein transport nuclear GR-EGFP – also measured in Dynein transport; calls as there; z-score; measured here: nuclear GR-EGFP intensity;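 lower value marks the stronger effect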
Dynein transport cell count – further read-out of Dynein transport, marked with its call; z-score; measured here: cell count per field
Numbers without * were called inactive; i = inactive; ? = inconclusive; . = not tested or not shown; [ ] = remark or other dose. Rule as the data show it, unless noted: active = inhibition above about 50%; inactive = the rest. An excerpt; the hit share may differ from the screen's.

mol,GPR55 activation,M1AAP inhibition,KOR beta-arrestin-1,Dynein transport,Dynein transport cytoplasmic EGFP,Dynein transport nuclear GR-EGFP,Dynein transport cell count,M17LAP inhibition,NOD1 NF-kB reporter,HEK293 NOD2/NF-kB,AID2073,KOR beta-arrestin-2
Cc1cc(NC(=O)NCC(F)(F)F)no1,-0.1%,4%,-4%,0.28,-0.24,0.13,0.32,-5%,-1%,11%,5%,-2.8%
CCCn1c(=NC(=O)c2ccco2)c(C(=O)OCC)cc2c(=O)n3ccccc3nc21,-0.1%,0%,-15%,-0.64,-0.21,-0.061,-0.02,i,-26%,-8%,28%,1.7%
O=C(c1scc2c1CCCC2)N1CCCCC1,0.2%,2%,-13%,0.77,-0.19,0.89,-0.68,2%,-5%,11%,-2%,-1.4%
COC(=O)CSc1nnc(CNC(=O)c2cccs2)n1-c1cccc(C)c1,0.5%,4%,6%,-0.78,-0.21,-0.36,1.1,12%,-22%,2%,2%,0.1%
O=C(N/N=C/c1ccc(Cl)cc1)c1nc2ccc([N+](=O)[O-])cc2c(=O)[nH]1,-0.1%,-20%,-8%[20 µM],-0.42,-0.27,0.078,0.16,1%,-14%,24%,34%,-6.3%
Cc1ccsc1CNC1CCCCC1,-0.2%,.,-48%[20 µM],.,.,.,.,.,38%,-6%,-1%,7.3%
CCSc1cc(C)nc2c(-c3ccc(Cl)cc3)c(C)nn12,-0.1%,3%,-9%,-0.51,-0.18,-0.13,0.61,2%,-18%,10%,13%,3.4%
Cc1ccccc1NC(=O)/C(=C\c1cccs1)NC(=O)c1ccco1,0.5%,11%,-3%,2.8,-0.2,0.42,-1.2,12%,-30%,-5%,10%,-0.1%
Cc1nn(CCCC(=O)NCc2ccccc2)c(=O)c2nccn12,1.4%,.,-31%[20 µM],.,.,.,.,.,-34%,-1%,-3%,-3.7%
Cc1nn2c(NCCN(C)C)c3c(nc2c1-c1ccccc1)CCC3,0.0%,9%,-9%,0.41,0.14,0.72,-0.024,26%,-12%,7%,9%,0.3%
COCCNC(=O)c1cc(-c2cccc(OC)c2)on1,0.0%,-8%,-44%,-0.43,-0.2,-0.13,0.75,-24%,-10%,-103%,-1%,1.9%
Cc1c(C(=O)NN)nn(-c2ccc(Cl)cc2)c(=O)c1C#N,-0.1%,4%,-33%,0.25,-0.18,0.25,-0.39,7%,-48%,8%,22%,3.5%

Next compounds:
mol,GPR55 activation,M1AAP inhibition,KOR beta-arrestin-1,Dynein transport,Dynein transport cytoplasmic EGFP,Dynein transport nuclear GR-EGFP,Dynein transport cell count,M17LAP inhibition,NOD1 NF-kB reporter,HEK293 NOD2/NF-kB,AID2073,KOR beta-arrestin-2
Cc1ccc(C(=O)N[C@H](C(=O)Nc2cc(Cl)cc(Cl)c2)C(C)C)cc1,-0.2%,1%,-15%,0.48,-0.24,0.14,-0.15,5%,-16%,15%,-5%,-3.1%
O=C(CCCn1c(=S)[nH]c2ccccc2c1=O)NC1CCCCC1,0.2%,4%,-20%,-0.5,-0.032,0.075,0.15,-17%,-14%,10%,-55%,-0.2%
COc1ccc(NCC(=O)N/N=C2\CCc3ccccc32)cc1,0.7%,8%,15%,1.3,-0.12,0.83,-0.47,6%,-55%,-61%,?,-5.3%
CCCCCCCCn1cnc2c(N)c(C)c(C)cc21,-0.3%,2%,-62%,0.7,-0.25,-0.27,0.68,-7%,-15%,-3%,-1%,1.7%
O=C(Nc1cccc(O)c1)c1cccc(S(=O)(=O)N2CCCCCC2)c1,-0.1%,.,-47%,.,.,.,.,.,-24%,11%,11%,-3.5%
O=C(Nc1ccccn1)Nc1ccccc1Cl,-0.2%,.,-5%,.,.,.,.,.,-40%,-34%,1%,-0.6%
Cc1ccc(C(C)C)c(OCCNC(=O)c2ccccc2O)c1,-0.1%,.,-28%,.,.,.,.,.,-23%,3%,4%,3.7%
CCOC(=O)c1sc(NC(=O)c2ccccc2C(=O)O)c(C(=O)OCC)c1C,0.2%,6%,17%,0.21,0.16,0.24,0.38,10%,-3%,19%,?,3.2%
Cc1ccc(CN2CCN(CC(C)C)C(CCO)C2)s1 (stereo not drawn),-0.1%,1%,4%[20 µM],1.1,-0.019,0.43,-2.1,-8%,-50%,-59%,-9%,.
Cc1ccn2c(CNCc3cnn(C)c3)c(C(=O)N3CCCCCC3)nc2c1,0.0%,.,-11%,.,.,.,.,.,1%,14%,-2%,-5.4%
CC(=O)Nc1ccc(NC(=O)CSc2nnc(-c3ccco3)o2)cc1,-0.1%,1%,-19%,-0.18,0.021,-0.073,0.71,-3%,-27%,9%,4%,-6.2%
Cc1ccc(-n2nnc3c(=O)oc4ccccc4c32)cc1,0.2%,2%,-26%,-0.6,-1.9e-05,-0.35,1.1,5%,18%,4%,32%,13%

The listing continues.
mol,GPR55 activation,M1AAP inhibition,KOR beta-arrestin-1,Dynein transport,Dynein transport cytoplasmic EGFP,Dynein transport nuclear GR-EGFP,Dynein transport cell count,M17LAP inhibition,NOD1 NF-kB reporter,HEK293 NOD2/NF-kB,AID2073,KOR beta-arrestin-2
O=C1NN=C(c2ccccc2)CC1c1c[nH]c2ccccc12 (stereo not drawn),-0.3%,-1%,34%,-0.71,-0.33,0.032,0.19,-5%,-13%,-14%,-3%,-8.1%
CC1=C(C#N)C(=O)N(C2CCS(=O)(=O)C2)C(=O)/C1=C\c1ccco1 (stereo not drawn),0.3%,10%,13%,1,-0.031,0.98,-1.6,22%,-6%,18%,.,5.0%
CN(C)C(=O)Cn1c(SCC(=O)Nc2ccc3c(c2)OCO3)nc2ccccc21,-0.3%,2%,.,-1.2,-0.21,-0.65,-0.54,14%,2%,17%,22%,.
Cn1c(SCC(=O)Nc2ccccc2F)nnc1-c1ccc(S(=O)(=O)N2CCOCC2)cc1,0.3%,-3%,2%,-1,-0.21,-0.75,1.3,-7%,13%,6%,6%,-8.9%
Cc1nn(-c2ccc(C(F)(F)F)cn2)c(C)c1Oc1ccccc1O,-0.1%,11%,-3%,-1.1,-0.18,-0.32,0.77,-1%,-13%,-20%,16%,4.4%
Cc1ccc(NC(=S)NCc2cccs2)cc1,-0.1%,1%,-5%,1.1,-0.19,0.42,0.059,2%,-22%,-7%,0%,2.5%
Cc1noc(C)c1COC(=O)CCN1c2ccccc2Sc2ccccc21,0.7%,0%,9%,0.25,-0.21,0.17,0.1,-6%,-6%,14%,9%,.
CCN(CC(=O)Nc1cc(Cl)ccc1C)c1ncnc2sc(C)c(C)c12,-0.2%,-7%,15%,0.84,-0.23,0.27,-1,3%,-15%,17%,-6%,-3.7%
CC(=O)Nc1ccccc1-c1nc2ccccc2nc1OCC(=O)c1ccc(Br)cc1,0.6%,7%,3%,-0.68,-0.18,-0.51,0.22,0%,-1%,0%,-3%,-1.3%
COc1ccc(C(=O)CSc2nccn2C)cc1,0.2%,.,5%,.,.,.,.,.,-22%,-33%,-13%,2.0%
NC(=O)CSc1nc2c(sc(=S)n2-c2ccccc2)c(=O)[nH]1,0.5%,.,2%,.,.,.,.,.,-4%,-6%,-21%,-3.5%
O=C(Nc1ccc2oc(-c3ccccc3F)nc2c1)c1ccc([N+](=O)[O-])o1,-0.2%,.,-10%,.,.,.,.,.,-10%,15%,45%,-1.4%

Five entries picked at random from the list so far, as already listed:
mol,GPR55 activation,M1AAP inhibition,KOR beta-arrestin-1,Dynein transport,Dynein transport cytoplasmic EGFP,Dynein transport nuclear GR-EGFP,Dynein transport cell count,M17LAP inhibition,NOD1 NF-kB reporter,HEK293 NOD2/NF-kB,AID2073,KOR beta-arrestin-2
Cc1nn(-c2ccc(C(F)(F)F)cn2)c(C)c1Oc1ccccc1O,-0.1%,11%,-3%,-1.1,-0.18,-0.32,0.77,-1%,-13%,-20%,16%,4.4%
CN(C)C(=O)Cn1c(SCC(=O)Nc2ccc3c(c2)OCO3)nc2ccccc21,-0.3%,2%,.,-1.2,-0.21,-0.65,-0.54,14%,2%,17%,22%,.
O=C1NN=C(c2ccccc2)CC1c1c[nH]c2ccccc12 (stereo not drawn),-0.3%,-1%,34%,-0.71,-0.33,0.032,0.19,-5%,-13%,-14%,-3%,-8.1%
Cc1ccc(NC(=S)NCc2cccs2)cc1,-0.1%,1%,-5%,1.1,-0.19,0.42,0.059,2%,-22%,-7%,0%,2.5%
CCN(CC(=O)Nc1cc(Cl)ccc1C)c1ncnc2sc(C)c(C)c12,-0.2%,-7%,15%,0.84,-0.23,0.27,-1,3%,-15%,17%,-6%,-3.7%

(list continues)
mol,GPR55 activation,M1AAP inhibition,KOR beta-arrestin-1,Dynein transport,Dynein transport cytoplasmic EGFP,Dynein transport nuclear GR-EGFP,Dynein transport cell count,M17LAP inhibition,NOD1 NF-kB reporter,HEK293 NOD2/NF-kB,AID2073,KOR beta-arrestin-2
Cc1nnc(NC(=O)CS(=O)(=O)Cc2ccccc2)s1,0.2%,.,-39%,.,.,.,.,.,0%,8%,2%,-2.3%
CC1CCCCC1NC(=O)CN(C)S(=O)(=O)c1cccc2cccnc12 (stereo not drawn),0.3%,9%,1%,0.0056,0.21,0.63,-3.1,2%,-3%,14%,-1%,-1.2%
O=C(NCc1cccnc1)c1c[nH]c2cc3c(cc2c1=O)OCCO3,-0.2%,0%,-12%,-0.32,-0.18,0.019,0.29,5%,25%,19%,-7%,1.0%
COc1cccc(NC(=O)CSc2nc3ncc(Br)cc3[nH]2)c1,-0.1%,.,-48%,.,.,.,.,.,-23%,12%,15%,-1.5%
CC(NC(=O)C12CC3CC(CC(C3)C1)C2)C(=O)N/N=C/C1=C(N2CCOCC2)C(=C\c2cccc([N+](=O)[O-])c2)/CC1 (stereo not drawn),1.1%,-1%,-12%,0.094,-0.25,0.17,0.14,5%,3%,-6%,0%,2.2%
